Assay outcomes as filed in PubChem.
FH mod = Identification of activators of human fumarate hydratase by quantitative high-throughput screening. Potency, µM (series often up to 79.9 µM), without a hit: at the top dose activity change, negative = inhibition, usual class: inhibitors. actives 0.22% (n = 54,000). Fumarate hydratase, mitochondrial (Homo sapiens), P07954. FH coupled MDH/diaphorase resazurin fluorescence, 15 min; also: the screen sought activators but most active calls are inhibition curves; nearly all actives have a fitted effect of over 45% in size
Target sequence (P07954 whole entry, looked up): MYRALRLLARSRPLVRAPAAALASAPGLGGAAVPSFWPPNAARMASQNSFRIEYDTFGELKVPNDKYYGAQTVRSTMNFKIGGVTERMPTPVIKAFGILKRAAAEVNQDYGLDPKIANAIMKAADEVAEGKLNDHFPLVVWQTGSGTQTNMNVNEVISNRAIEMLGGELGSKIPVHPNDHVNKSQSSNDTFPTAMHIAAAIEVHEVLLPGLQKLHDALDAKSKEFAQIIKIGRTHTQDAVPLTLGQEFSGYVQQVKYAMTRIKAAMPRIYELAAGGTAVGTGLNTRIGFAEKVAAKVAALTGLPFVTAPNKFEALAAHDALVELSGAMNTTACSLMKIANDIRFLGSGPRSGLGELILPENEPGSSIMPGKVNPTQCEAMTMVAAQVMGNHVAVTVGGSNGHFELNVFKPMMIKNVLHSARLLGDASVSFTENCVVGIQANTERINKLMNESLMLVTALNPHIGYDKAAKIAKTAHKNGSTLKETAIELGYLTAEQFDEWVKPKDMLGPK
NTMT1 inh = inhibitors of human N-terminal methyltransferase NTMT1; NTMT1 MTase-Glo SAH luminescence, purified enzyme; AID 1645870; Potency, µM (series often up to 114 µM), for the others: at the top dose activity change, negative = inhibition, most hits filed as inhibitors; actives 2.5% (n = 59,000);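 also: plate controls were DMSO vehicle for no effect and no enzyme for full effect; nearly all actives have a fitted effect of over 65% in size; many of its hits are not listed in these tables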
Target sequence (Q9BV86 whole entry, looked up): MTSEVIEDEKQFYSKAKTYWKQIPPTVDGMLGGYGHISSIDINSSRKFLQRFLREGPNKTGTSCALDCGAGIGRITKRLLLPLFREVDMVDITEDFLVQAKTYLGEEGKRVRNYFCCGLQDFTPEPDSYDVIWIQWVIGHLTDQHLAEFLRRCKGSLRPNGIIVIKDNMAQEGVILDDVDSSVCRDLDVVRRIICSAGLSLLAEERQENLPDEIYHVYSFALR
Numbers without * were called inactive; ? = inconclusive; & = joins results of further samples; ! = repeats disagree; [ ] = remark or other dose. Calls follow the shape of the dose curve; as a rule, active = well fitted curve in the direction sought with a large enough effect; inconclusive = small, poorly fitted or top-dose-only effect, or another doubt; inactive = no such curve, though single readings can be large; an effect the other way counts as inactive or inconclusive. Unless noted, % is scaled to controls: 0 for no effect and ±100 for the full control effect; potency is read from the fitted curve at half-maximal effect. Not all compounds are listed, so the mix of outcomes need not match the whole.

SMILES	FH mod	NTMT1 inh
COc1cc(O)c2c(c1Cl)CC(C)OC2=O (stereo not given)	0%	6%[57.5 µM]
CC(C=CC1=C(C)CCCC1(C)C)=CC=CC(C)=CC(=O)O	11%&5%[53.3 µM]	13%&-1%[57.5 µM]
CCc1cc2c(=O)c(-c3nc4ccccc4s3)coc2c(CN2CCCCC2)c1O	?	7%[29.8 µM]
Nc1ccn([C@H]2CC[C@@H](CO)O2)c(=O)n1	-1%&5%&13%[53.3 µM]	20%&15%[57.5 µM]
FC(F)(F)C(Cl)Br (stereo not given)	-1%[53.3 µM]	12%[57.5 µM]
NC(N)=NN=C(/C=C/c1ccc([N+](=O)[O-])o1)/C=C/c1ccc([N+](=O)[O-])o1	-4%[53.3 µM]	40µM*
O=C1NC(=O)/C(=C/c2ccc3c(c2)OCO3)S1	32µM*	3%
CCN1CCN(Cc2ccc(NC(=O)c3ccc(C)c(Oc4ncnc5[nH]c(C)cc45)c3)cc2C(F)(F)F)CC1	-10%	2%[57.5 µM]
O=C(O)Cn1nnc(-c2ccc(CN(CCCCOc3ccc(CN4CCCC4)cc3)CCc3ccccc3)cc2)n1	-2%	-6%[57.5 µM]
COc1cc(OC)c(NC(=O)c2ccc(Cc3cc4c(cc3C)C(C)(C)CCC4(C)C)o2)c(OC)c1	-27%	3%[57.5 µM]
C[C@H](N)C(=O)N[C@@H](C)C(=O)NC1[C@H]2CN(c3nc4c(cc3F)c(=O)c(C(=O)O)cn4-c3ccc(F)cc3F)C[C@@H]12 (stereo not given in full)	4%[53.3 µM]	?
CN1CCC[C@H]1CCO[C@](C)(c1ccccc1)c1ccc(Cl)cc1	28%[53.3 µM]	-9%[57.5 µM]
COc1ccc2cc(C=O)ccc2c1	-2%[53.3 µM]	?
C=CC1C(OC2OC(CO)C(O)C(O)C2O)OC=C2C(=O)N3C(C(=O)O)Cc4c([nH]c5ccccc45)C3CC21 (stereo not given)	11%[53.3 µM]	5%[29.8 µM]
O=C(Oc1cccc2cccnc12)c1ccccc1	3%[53.3 µM]	47%[activator][57.5 µM]
Cc1c(O)cccc1C(=O)N[C@@H](CSc1ccccc1)[C@H](O)CN1C[C@H]2CCCC[C@@H]2C[C@@H]1C(=O)NC(C)(C)C	-1%[53.3 µM]	-10%[57.5 µM]
O=S(=O)(c1ccc(S(=O)(=O)n2cnc3ccccc32)cc1)N1CCCCCC1	2%[53.3 µM]	9%[29.8 µM]
CN1CCCCC1CCN1c2ccccc2Sc2ccc(S(C)=O)cc21 (stereo not given)	5%[53.3 µM]	22%[57.5 µM]
C/C=C1/[C@H](O[C@@H]2O[C@H](CO)[C@@H](O)[C@H](O)[C@H]2O)OC=C(C(=O)OC)[C@H]1CC(=O)O[C@@H]1O[C@H](CO)[C@@H](O)[C@H](O)[C@H]1O	5%[20.6 µM]	3%[12.6 µM]
Nc1nc(N)c(-c2ccccc2)s1	4%[53.3 µM]	-6%[57.5 µM]
CS(=O)(=O)c1ccc([C@@H](C[C@H]2CCC(=O)C2)C(=O)Nc2cnccn2)cc1Cl	1%[162 µM]	14%[228 µM]
CC(=O)C1CCC2(C)C3=C(CCC12C)C1(C)CCC(=O)C(C)(C)C1CC3 (stereo not given)	-4%[53.3 µM]	6%[29.8 µM]
COc1cc(N2CCN(C)CC2)ccc1Nc1nc(N)c(C(=O)c2c(Cl)cccc2Cl)s1	-7%[53.3 µM]	4%[57.5 µM]
CC(C)Cn1cnc2c(N)nc3ccccc3c21	1%[53.3 µM]	2%[57.5 µM]
C[C@@H]1O[C@@H](OC(=O)Cc2ccccc2)[C@H](O)[C@H](O)[C@H]1O	4%	5%[57.5 µM]

The closing 4 records of the section above lead into the next.
SMILES	FH mod	NTMT1 inh
CC(=O)C1CCC2(C)C3=C(CCC12C)C1(C)CCC(=O)C(C)(C)C1CC3 (stereo not given)	-4%[53.3 µM]	6%[29.8 µM]
COc1cc(N2CCN(C)CC2)ccc1Nc1nc(N)c(C(=O)c2c(Cl)cccc2Cl)s1	-7%[53.3 µM]	4%[57.5 µM]
CC(C)Cn1cnc2c(N)nc3ccccc3c21	1%[53.3 µM]	2%[57.5 µM]
C[C@@H]1O[C@@H](OC(=O)Cc2ccccc2)[C@H](O)[C@H](O)[C@H]1O	4%	5%[57.5 µM]
COC(=O)C1=CO[C@@H](O[C@@H]2O[C@H](CO)[C@@H](O)[C@H](O)[C@H]2O)[C@@H]2[C@@](C)(O)[C@@H](O)C[C@]12O	4%[53.3 µM]	7%[29.8 µM]
NC(N)=Nc1nc(CSCC/C(N)=N/S(N)(=O)=O)cs1	-8%&-7%[53.3 µM]	4%[57.5 µM]
COC(=O)c1cc2c(C(F)(F)F)cc(-c3ccccc3)cc2n1O	-21%	-3%[57.5 µM]
C=C[C@@]1(C)C=C2C(=O)C(O)=C3[C@](C)(C(=O)O)CC[C@@H]4C[C@]34[C@]2(O)C(=O)C1	1%[53.3 µM]	-11%[29.8 µM]
C=C(C)C1CCC2(C(=O)O)CCC3(C(=O)O)C(CCC4C5(C)CCC(O)C(C)(C(=O)O)C5CCC43C)C12 (stereo not given)	4%[53.3 µM]	5%[57.5 µM]
O=C1c2ccccc2CCc2ccccc21	-2%[53.3 µM]	10%[57.5 µM]
C=C1C(=O)O[C@@H]2/C=C(\CO)CC/C=C(\CO)[C@H](OC(C)=O)C(OC(=O)C(C)CC)C12 (stereo not given in full)	-1%[53.3 µM]	10%[29.8 µM]
C=C1C(O)C(OC(=O)c2ccccc2)C2C(C)(C(=O)O)CCCC2(C)C1CC/C(C)=C\CO (stereo not given)	4%[53.3 µM]	13%[29.8 µM]
Cc1ccc(C)c(-c2cc(C(F)(F)F)nn2-c2ccc(S(N)(=O)=O)cc2)c1	?	?
COc1ccc2nc3cc(Cl)ccc3c(Nc3cc(CN4CCCC4)c(O)c(CN4CCCC4)c3)c2n1	0%[53.3 µM]	?
O=[N+]([O-])c1cn2c(n1)OC[C@@H](OCc1ccc(OC(F)(F)F)cc1)C2	-15%[53.3 µM]	-8%
C#CCCCn1cc(-c2cccc3c2N[C@H](C)CC(=O)N3)cn1	-3%	3%[57.5 µM]
CC(=O)O[C@H]1C(=O)[C@@]2(C)C([C@H](OC(=O)c3ccccc3)[C@]3(O)C[C@H](OC(=O)[C@H](O)[C@@H](NC(=O)c4ccccc4)c4ccccc4)C(C)=C1C3(C)C)[C@]1(OC(C)=O)CO[C@@H]1C[C@@H]2O (stereo not given in full)	-2%&-8%[53.3 µM]	12%
CN1c2ccccc2C(=O)N2CCc3c([nH]c4ccccc34)C21 (stereo not given)	-13%	-4%&-17%[57.5 µM]
O=S(=O)(c1ccccc1)c1cnc2c(N3CCNCC3)cccc2c1	4%	-20%[57.5 µM]
C[C@@H](c1ccc2nccn2c1)n1nnc2ncc(-c3cnn(C)c3)nc21	1%	-3%[57.5 µM]
COCCOC(=O)C1=C(C)NC(C)=C(C(=O)OC/C=C/c2ccccc2)C1c1cccc([N+](=O)[O-])c1 (stereo not given)	?	12%[57.5 µM]
N[C@@H](Cc1cc(I)c(Oc2cc(I)c(O)c(I)c2)c(I)c1)C(=O)O	-21%&-3%&-2%[53.3 µM]	?
C=CC(C)(C)c1[nH]c2cc3c(cc2c1CC1NC(=O)C2CCCN2C1=O)C=CC(C)(C)O3 (stereo not given)	-3%[53.3 µM]	12%[29.8 µM]
CN1CCCC1Cc1c[nH]c2ccc(CCS(=O)(=O)c3ccccc3)cc12 (stereo not given)	-2%	-20%[57.5 µM]
O=C1CN(/N=C/c2ccc([N+](=O)[O-])o2)C(=O)N1	4%[53.3 µM]	13%[57.5 µM]
C=C1C(=O)O[C@H]2[C@H]1CC/C(C)=C/CC[C@@]1(C)O[C@@H]21	-5%	16%[57.5 µM]
CC(C)(C)Cn1c(N)nc2ccc(-c3[nH]c(C(C)(C)C)nc3-c3ccc(F)cc3)nc21	-4%	13µM*
O=C1c2ccccc2-c2n[nH]c3cccc1c23	-9%	-6%
CN1CC(=O)NC1=N	-6%[53.3 µM]	41%[activator][57.5 µM]
COc1cccc(Nc2c(C(N)=O)cnc3c(C)cc(S(=O)(=O)c4cccc(C(=O)N(C)C)c4)cc23)c1	-1%	6%[57.5 µM]
CN(C)CCN(Cc1ccccc1)C(=O)c1cc(-c2ccc(F)cc2)n2nc(C(C)(C)C)cc2n1	-18%	?
C[C@]12CCC3c4ccc(O)cc4CCC3C1CCC2=O (stereo not given in full)	5%[53.3 µM]	?
NC(=O)OCC(COC(N)=O)c1ccccc1	-4%&0%&12%[53.3 µM]	15%
C[C@]12CC[C@@H]3c4ccc(O)cc4CC[C@H]3[C@@H]1CCC2=O	-4%&2%[53.3 µM]	-19%[57.5 µM]
CC(=O)N[C@@H](C(=O)O[C@H]1CCC(C)(C)[C@@H]2CCC3=C(COC3=O)[C@@]12C)C(C)C	26%[53.3 µM]	6%[29.8 µM]
CC(=O)Oc1cc(C(C)C)c(OCCN(C)C)cc1C	-18%&1%[53.3 µM]	7%[57.5 µM]
CCCCC(O)/C=C(C)/C=C/C=C/C(=O)N1CCCC1=O (stereo not given)	5%[53.3 µM]	-31%[57.5 µM]
C=CCc1cccc(C=NNC(=O)CN2CCN(Cc3ccccc3)CC2)c1O	18%[53.3 µM]	16%[57.5 µM]
CCCc1nc(C)c2c(=O)[nH]c(-c3cc(S(=O)(=O)N4CCN(CC)CC4)ccc3OCC)nn12	-2%&-5%[53.3 µM]	14µM*!
O=S(=O)(c1cccc2c(I)cccc12)N1CCCNCC1	-5%	40µM*!
CCN(CC)CCNC(=O)c1c(C)[nH]c(/C=C2\C(=O)Nc3ccc(F)cc32)c1C	13µM*!	35µM*
C=C1CCC(OC(C)=O)C2(C)CC3OC(=O)C(C)=C3CC12 (stereo not given)	8%	-7%[57.5 µM]
CC(C)[N+]1(C)C2CCC1CC(OC(=O)C(CO)c1ccccc1)C2 (stereo not given)	1%	1%[57.5 µM]
CCNCc1nc2c(N)nc3ccccc3c2n1CC(C)(C)O	7%	-2%[57.5 µM]
CC1(C=O)CCCC2(C)C1CCC13CC(CO)C(CCC12)C3 (stereo not given)	0%	-9%[57.5 µM]
COc1nc(C)cnc1NS(=O)(=O)c1cccnc1-c1ccc(-c2nnco2)cc1	3%	7%&-18%[57.5 µM]
O=C1C(CCS(=O)c2ccccc2)C(=O)N(c2ccccc2)N1c1ccccc1 (stereo not given)	-3%[53.3 µM]	-17%[57.5 µM]
C[C@@H]1O[C@@H](O[C@H]2[C@H](OC(=O)C34CCC5(C)C(=CCC6C7(C)CC(O)C(O[C@@H]8O[C@H](C(=O)O)[C@@H](O)[C@H](O)[C@H]8O)C(C)(C(=O)O)C7CCC65C)C3CC(C)(C)CC4O)O[C@H](C)[C@@H](O)[C@@H]2O)[C@H](O)[C@@H](O[C@@H]2OC[C@](O)(CO)[C@H]2O[C@@H]2O[C@H](CO)[C@@H](O)[C@H](O)[C@H]2O)[C@H]1O (stereo not given in full)	5%[13.5 µM]	10%[6.45 µM]
CC1(C(=O)O)CCCC2(C)C3=CCC4CC3(CCC12)CC4CO (stereo not given)	5%[53.3 µM]	4%[29.8 µM]
Cc1ccc(O)c([C@H](CCN(C(C)C)C(C)C)c2ccccc2)c1	0%[53.3 µM]	?
CC1=CC(=O)[C@H]2C(C)(C)CCC[C@]2(C)[C@@]1(O)CO	7%	-2%[57.5 µM]
N#Cc1cccc(C(=O)Nc2cc(-c3ccccc3)nn2-c2ccccc2)c1	6%	20%[57.5 µM]
C=C1C[C@]23C[C@H]1CC[C@H]2[C@]1(C)CCC[C@@](C)(C(=O)O)[C@H]1[C@@H]3C(=O)O	1%[53.3 µM]	3%[29.8 µM]
CC[C@H]1OC(=O)[C@H](C)[C@@H](O[C@H]2C[C@@](C)(OC)[C@@H](O)[C@H](C)O2)[C@H](C)[C@@H](O[C@H]2O[C@H](C)C[C@H](N(C)C)[C@H]2O)[C@](C)(O)C[C@@H](C)C(=O)[C@H](C)[C@@H](O)[C@]1(C)O	-2%[53.3 µM]	-8%[29.8 µM]
OC[C@H]1O[C@@H](Oc2ccccc2)[C@H](O)[C@@H](O)[C@@H]1O	-1%	-17%[57.5 µM]
CNC1(C)C2CCC(C2)C1(C)C (stereo not given)	-2%&-1%[53.3 µM]	19%[57.5 µM]
C[C@@H](c1ncncc1F)[C@](O)(Cn1cncn1)c1ccc(F)cc1F	-17%&13%[53.3 µM]	1%

Reformatted as labelled records: part of the list above.
C=C1CCC(OC(C)=O)C2(C)CC3OC(=O)C(C)=C3CC12 (stereo not given)
  FH mod = 8%; NTMT1 inh = -7%[57.5 µM]

O=S(=O)(c1cccc2c(I)cccc12)N1CCCNCC1
  FH mod = -5%; NTMT1 inh = 40µM*!
